mcGAS lum: inhibitors of mouse cGAS | recombinant cGAS, Kinase-Glo ATP depletion luminescence | Q8C6L5 | 160,000 tested, 0.15% active | AID 1259399 | inhibition, % at 12.5 µM;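 also: 0% = negative control wells and 100% = reference inhibitor with no enzyme activity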
NPYLR7 ag: mosquito NPYLR7 agonism; HEK293T NPYLR7/Galpha15, GCaMP6s calcium fluorescence; 270,000 tested, 0.15% active; activation, % at 10 µM; AID 1259423; in the data active = activation above about 40%;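 also: 0% = vehicle and 100% = reference agonist at the receptor; some compounds past the cut are filed as inactive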
hcGAS lum: human cGAS inhibition. 290,000 tested, 0.081% active. recombinant h-cGAS, ATP depletion, Kinase-Glo luminescence. inhibition, % at 12.5 µM. Q8N884. AID 1259398;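 also: 0% = vehicle reaction and 100% = reaction without DNA for no activity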
Target sequence (Q8N884 whole entry, looked up): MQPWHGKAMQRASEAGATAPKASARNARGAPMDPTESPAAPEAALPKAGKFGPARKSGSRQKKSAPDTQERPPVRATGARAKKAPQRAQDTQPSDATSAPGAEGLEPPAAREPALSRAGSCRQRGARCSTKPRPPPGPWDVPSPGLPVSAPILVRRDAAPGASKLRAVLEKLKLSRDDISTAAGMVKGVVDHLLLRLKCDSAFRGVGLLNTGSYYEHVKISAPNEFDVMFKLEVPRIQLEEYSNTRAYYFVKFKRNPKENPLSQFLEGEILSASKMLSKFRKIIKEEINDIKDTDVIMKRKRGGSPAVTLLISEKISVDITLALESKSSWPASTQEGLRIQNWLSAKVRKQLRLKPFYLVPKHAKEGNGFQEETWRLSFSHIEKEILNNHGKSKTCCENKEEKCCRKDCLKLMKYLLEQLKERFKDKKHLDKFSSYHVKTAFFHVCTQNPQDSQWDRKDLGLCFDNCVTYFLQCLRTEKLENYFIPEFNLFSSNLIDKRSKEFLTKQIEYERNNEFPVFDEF
The depositor's hits bear a star; · = no result given; & = joins results of further samples. Rule as the data show it, unless noted: active = inhibition above about 40%; inactive = the rest. Compounds were not picked by outcome; 0.26% or so of the library scored in one or more.

SMILES	mcGAS lum	NPYLR7 ag	hcGAS lum
CC(C)N(CCC(=O)NC1CCN(Cc2ccccc2)CC1)c1nc(Cc2ccc(Cl)cc2)ns1	-5	3	-5
Cc1cc(O)c(C=Nc2ccc(Cl)cn2)c(=O)o1	·	4	-7
OC(CNC1CCSc2ccc(F)cc21)COCc1ccccc1Cl (stereo not drawn)	·	4	-7
O=C1c2ccccc2NC(c2ccccn2)N1c1ccc2c(c1)OCO2 (stereo not drawn)	·	-2	-6
Cc1nonc1CC(=O)N1CCC2(CCCN(C3CCCCC3)C2=O)C1 (stereo not drawn)	-5	·	-9
O=C(CSc1ccc2nnc(-c3cccnc3)n2n1)NCC1(N2CCOCC2)CCCCCC1	-11	12	-8
Fc1ccccc1OCCSc1nc2ccccc2n1Cc1ccccc1	·	0	-5
CCCCOC(=O)N1CCC(=O)N(CC(C)(C)O)C[C@H]2COc3cc(OC)ccc3[C@H]21	-7	-1	-8
COc1cccc(COC(=O)c2cccc(C)c2C)n1	·	-5	0
CC(C)(C)c1ccc(C(=O)NCC2CCCO2)cc1 (stereo not drawn)	·	-1	-5
COC(=O)C1=C(NC(C)=O)CCS1	-5	-1	-4
Oc1c2cccnc2cn1C[C@H]1C[C@H]2C=C[C@H]1C21CC1	·	13	-6
Cn1ncc2c1CCC/C2=N/Nc1ccc(C(=O)O)cc1	-16	15	-6
Cc1[nH]c2ccccc2c1CC(=O)N1CCC2(CCCO2)CC1	-3	0	2
COc1cccc(-c2nc(SCCN3CCCCC3)c3c(=O)n(C)c(=O)n(C)c3n2)c1	-7	-3	-2
Cc1ccc(NC(=O)C(=O)NCCN2CCNCC2)cc1	-5	-14	-2
CNc1cc(-c2ccccc2N(C)C)ncn1	·	4	-9
COC(=O)c1ccc2c(=O)n(-c3cc(OC)cc(OC)c3)c(N3CCN(C(C)C)CC3)nc2c1	-6	-4	-4
CC(=O)C1=C(O)C(=O)N(CCCNCCO)C1c1cccc(F)c1 (stereo not drawn)	·	6	-4
Cc1nc2c(c(N3CCCC3)n1)CN(C(=O)Nc1cccc3ccccc13)CC2	-5	6	-7
Cc1ccc(Nc2nc(Nc3cccc(F)c3)nc3nccnc23)cc1	·	4	-3
CCOCCOc1nc(-c2cccc(OC)c2)n(-c2ccc(NC(=O)c3cccc([N+](=O)[O-])c3)cc2)n1	-3	12	-10
C=CCn1cc(CN2CCN3C(=O)CNC(=O)C3C2)cn1 (stereo not drawn)	·	3	2
CC(=O)NC1CCCN(C(C)c2cccc(Cl)c2)C1 (stereo not drawn)	-7	-2	-14
COc1cc(C(C)=O)ccc1Oc1ncnc2c1cnn2-c1ccc(F)cc1	-7	-2	4
Cc1ccc(Cc2nsc(N3CCC(C(=O)N4CCN(C/C=C/c5ccccc5)CC4)CC3)n2)cc1	-6	-9	-16
CCN(Cc1nc2cc(Cl)ccc2c(=O)[nH]1)C(=O)CSc1ccc(C)cc1C	·	19	-11
CCOC(=O)c1cccc(NC(=O)N2CCC(Cc3ccc(-n4cccc4)cc3)CC2)c1	-6	14	-3
O=C(O)Cn1c(=O)n(C2=CCCCC2)c2ccccc21	-6	-2	-1
O=C(NCCc1csc2nc(-c3cccs3)nn12)c1ccc([N+](=O)[O-])cc1	-6	-3	1
N#CC1(c2ccccc2)CCN(C(=O)C2CC=CCC2C(=O)N2CCC(O)(c3ccccc3)CC2)CC1 (stereo not drawn)	·	-14	-2
O=C1/C(=C/c2cccc(F)c2)Oc2c1ccc(O)c2CN1CCN(CCO)CC1	2	57*	9
O=C(NNc1nc(-c2ccccc2)c2cc(Br)ccc2n1)c1ccc(S(=O)(=O)N2CCCCC2)cc1	·	-9	-4
COc1cnc(-c2cc(Cl)cc(Cl)c2)c(NC(=O)c2ccsc2)n1	-2	1	-3
O=[N+]([O-])C(C(Cl)=C(Cl)Cl)=C(N1CCOCC1)N1CCOCC1	·	-15	-8
Nc1ccc(-n2nc(OCc3ccc(F)cc3)nc2-c2cccc(C(F)(F)F)c2)cc1	-3	-4	-2
O=C1C2C=CC=C3C=CC=C(C32)N1c1ccc(-c2ccccc2)cc1 (stereo not drawn)	·	1	0
CC(C)c1cc(C(=O)N2CC[C@@](C)(O)[C@@H](Cc3ccccc3)C2)on1	·	3	-4
Cc1ccc(-n2nc(-c3ccc(Cl)cc3)cc2NC(=O)C2CCC2)cc1	-8	6	-18
CCCCn1cnc2c(nnn2CC)c1=O	·	1	4
Cc1nn(-c2ccccc2Cl)c2sc(C(=O)OC(C)C(N)=O)cc12 (stereo not drawn)	-12	5	-8
O=C(O)c1ccc(-n2cccc2/C=N/NC(=O)c2cc3cc(Br)ccc3o2)cc1	·	8	-7
c1cn(CCCNc2nccn3ccnc23)cn1	·	3	-15
CC1=C(C(=O)O)N2C(=O)[C@@H](NC(=O)C(N)C3=CCC=CC3)[C@H]2SC1 (stereo partly drawn)	-3	5	26
Cc1ccc(Cl)c(OC2CC3CCC(C2)N3C(=O)c2ccc(CSc3cccc(F)c3)cc2)c1 (stereo not drawn)	0	4	4
Cc1noc2ncc(C(=O)N3CCCC3c3ccc(C(C)(C)C)cc3)cc12 (stereo not drawn)	·	8	-5
CC(=O)SCC(=O)C(C#N)c1nc2cc(C)c(C)cc2[nH]1 (stereo not drawn)	-7	4&6	-10&-5
CCOCCOc1nc(-c2ccc3c(c2)OCO3)n(-c2ccc(NC(=O)c3ccc(Cl)cc3Cl)cc2)n1	-7	25	-3
CC1(c2ccccc2)NC(=O)N(CN2CCc3ccccc3C2)C1=O (stereo not drawn)	-7	2	-2
Cc1c(C(C)NC(=O)CCn2cnc3ccccc3c2=O)cnn1-c1ccccn1 (stereo not drawn)	·	1&0	-12&3
CC(C)c1nnc(SCC(=O)N2c3ccccc3CCC2C)n1C1CC1 (stereo not drawn)	·	7	-10
COc1ccc(N2C(=O)CC(NCCc3ccc(OC)c(OC)c3)C2=O)cc1 (stereo not drawn)	-1	-2	-3
CCCc1c(OCCCOc2ccc(OCC(=O)O)cc2)ccc(C(C)=O)c1O	-3	0	-2
c1ccc2c(c1)SCCN2c1ncnc2sc3c(c12)CCCC3	·	-4	0
Cc1cc(Cl)ccc1Nc1nc(NCCc2ccccc2)nc2nccnc12	·	2	4
CCOc1ccc(CSc2n[nH]c(-c3ccccn3)n2)nc1	·	14	-7
COC(=O)Cn1cnc(S(=O)(=O)N2CCCC2)c1	1	9	7
CCn1c(C2CCCN(c3nc4ccccc4s3)C2)nn(C)c1=O (stereo not drawn)	·	-4	-1
COC(=O)[C@@H]1C[C@H](C(=O)NCc2ccc(C)o2)[C@H](c2cccc(F)c2F)N1C	·	-1	-5
O=C(CCc1ccc(-c2ccc(Cl)cc2)[nH]1)N1CCOC(C(F)(F)F)C1 (stereo not drawn)	·	9	0

Sorted by heavy-atom count (falling): some entries from above.
SMILES	mcGAS lum	NPYLR7 ag	hcGAS lum
CCOCCOc1nc(-c2ccc3c(c2)OCO3)n(-c2ccc(NC(=O)c3ccc(Cl)cc3Cl)cc2)n1	-7	25	-3
Cc1ccc(Cl)c(OC2CC3CCC(C2)N3C(=O)c2ccc(CSc3cccc(F)c3)cc2)c1 (stereo not drawn)	0	4	4
Cc1c(C(C)NC(=O)CCn2cnc3ccccc3c2=O)cnn1-c1ccccn1 (stereo not drawn)	·	1&0	-12&3
O=C(O)c1ccc(-n2cccc2/C=N/NC(=O)c2cc3cc(Br)ccc3o2)cc1	·	8	-7
COC(=O)[C@@H]1C[C@H](C(=O)NCc2ccc(C)o2)[C@H](c2cccc(F)c2F)N1C	·	-1	-5
Cc1noc2ncc(C(=O)N3CCCC3c3ccc(C(C)(C)C)cc3)cc12 (stereo not drawn)	·	8	-5
CC(C)c1nnc(SCC(=O)N2c3ccccc3CCC2C)n1C1CC1 (stereo not drawn)	·	7	-10
CC1(c2ccccc2)NC(=O)N(CN2CCc3ccccc3C2)C1=O (stereo not drawn)	-7	2	-2
CC1=C(C(=O)O)N2C(=O)[C@@H](NC(=O)C(N)C3=CCC=CC3)[C@H]2SC1 (stereo partly drawn)	-3	5	26
c1ccc2c(c1)SCCN2c1ncnc2sc3c(c12)CCCC3	·	-4	0
CCOc1ccc(CSc2n[nH]c(-c3ccccn3)n2)nc1	·	14	-7
CC(=O)SCC(=O)C(C#N)c1nc2cc(C)c(C)cc2[nH]1 (stereo not drawn)	-7	4&6	-10&-5
COC(=O)Cn1cnc(S(=O)(=O)N2CCCC2)c1	1	9	7
CCCCn1cnc2c(nnn2CC)c1=O	·	1	4

Other compounds.
SMILES	mcGAS lum	NPYLR7 ag	hcGAS lum
CCOc1ncccc1NC(=O)c1cc(F)cc(F)c1	·	7	-8
O=C1c2ccccc2C(=O)N1Cc1nc2cc(Cl)ccc2c(=O)o1	2	-7	5
CNc1nc(-c2cc(OC)ccc2OC)cs1	·	18&9	-12&-14
O=C(Nc1nnc(S(=O)(=O)NCc2ccccc2)s1)c1ccccc1	4	-5	2
CCCCN(Cc1cccn1Cc1ccc(Br)cc1)C(=O)CN(C(=O)CCc1ccccc1)C(C)C	-5	-2	-3
CCOc1ccc(C(=O)N2C[C@@H](N)C[C@H]2C(=O)NC)cc1OCC	·	0	1
CS(=O)(=O)c1ccc(C(NC(=O)c2ccccc2Oc2ccccc2)c2ccc3c(c2)CCO3)cc1 (stereo not drawn)	-5	6	-10
CCOC(=O)CCC(=O)Nc1nnc(SCc2cccc(C)c2)s1	-5	22	-1
C=CCNC(=O)CC1CSc2nc(C)cc(=O)n21 (stereo not drawn)	·	-4	-6
COCCN1CC(O)CN(C(=O)OCc2ccccc2)CC1=O (stereo not drawn)	-6	21	0
CCOc1ccc(-n2ccnc(SCC(=O)Nc3ccccc3)c2=O)cc1	-7	-1	-9
COc1cn(CC(=O)Nc2ccc(C)c(Cl)c2)c(CN2CCCCC2)cc1=O	-8	-2	-6
CCOC1CC(O)C12CCN(c1cncc(Br)c1)CC2 (stereo not drawn)	·	-24	2
Cc1cc(NC(=O)c2ccc(S(=O)(=O)N(C)C3CC3)cc2)n(-c2nc3c(F)cccc3s2)n1	-8	-8	-7
Cn1c(-c2ccsc2)cc2c(Nc3cccnc3)nccc21	-5	-7	-1
O=C(NCc1c(F)cccc1Cl)c1ccc(-c2ccc(Oc3ccccc3)cc2)s1	-6	4	-5
CC1CN(C(=O)c2cc3ccc(C(C)(C)C)cc3[nH]2)CC(C)O1 (stereo not drawn)	·	0	-7
C(=C\c1nc(-c2cccs2)cs1)/c1ccc2c(c1)OCCO2	-6	4	-8
N#Cc1c(-c2ccncc2)cc(-c2ccc(F)cc2)nc1N	·	5	-4
Cc1nnsc1C(=O)N1CCCC(N2CCN(Cc3ccc4c(c3)OCO4)CC2)C1 (stereo not drawn)	·	8&12	-6&-3
COc1ccccc1CC(=O)N1CCC(n2nccc2NC(=O)C2CCOC2)CC1 (stereo not drawn)	-3	1	-11
CCOC(=O)c1csc(CN(CCCOC)S(=O)(=O)c2ccc(Cl)cc2)n1	-6	-8	-16
Cc1ccc(CN(C)C(=O)Nc2ccc(N3CCOCC3)cc2C)cc1	·	-1	-15
c1cc(-c2nccn2-c2ccc3cn[nH]c3c2)c2nonc2c1	·	-8	-3
Cc1ccc2cc(C3=C/C(=C/c4ccco4)C(=O)O3)ccc2c1	·	-6	-1
O=C(NCCCN1CCCC1=O)c1ccc(-c2n[nH]c3c2COc2ccccc2-3)cc1	-4	·	-4
CCOC(=O)CCC(=O)Nc1nnc(SCc2ccc(C#N)cc2)s1	-4	8	-5

Screens from PubChem.
